NIH3T3 tox: Cytotoxic Profiling in NIH 3T3 Cell Line of Diverse Libraries Using Quantitative High-Throughput Screening; Potency, µM (top dose mostly 96.7 µM), inactives show at the highest dose activity change, negative = cytotoxicity, most hits filed as inhibitors; NIH 3T3 viability, CellTiter-Glo ATP luminescence, 48-72 h; 94,000 compounds, 4.3% hits; also: potency is read from the fitted curve at half-maximal effect; nearly all actives have a fitted effect of over 55% in size
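Viability of NIH 3T3 cells after 48 or 72 hr compound treatment at 37 °C was assessed by CellTiter-Glo, with luminescence imaged following a 10 min room-temperature step.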
SNCA expr inhib: Primary qHTS assay for inhibitors of alpha-synuclein gene (SNCA) expression | AID 1671194, 2021 | Potency, µM (series often up to 57.2 µM), for inactives: at the highest dose activity change, negative = inhibition, most hits filed as inhibitors | HEK-293 SNCA-luciferase knock-in, luminescence, 24 h | 140,000 compounds, 0.17% hits;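 also: potency is read from the fitted curve at half-maximal effect; plate controls were DMSO cells for no effect and cell-free wells for full effect; nearly all actives have a fitted effect of over 45% in size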
HEK cytotox: Cytotoxic Profiling in HEK 293 Cell Line of Diverse Libraries Using Quantitative High-Throughput Screening. HEK 293 viability, ATP luminescence (CellTiter-Glo), 48-72 h. Potency, µM (highest dose often 115 µM), for the others: at the top dose activity change, negative = cytotoxicity, hits mostly inhibitors. 94,000 compounds, 6.6% hits. AID 1345083, 2018; also: potency is read from the fitted curve at half-maximal effect; nearly all actives have a fitted effect of over 60% in size
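CellTiter-Glo luminescence (cellular ATP) was read after 48 or 72 hr of compound exposure at 37 degree Celsius. Cells were HEK 293 plated at 250 cells/well.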
Luciferase inh: Firefly luciferase inhibition profiling of diverse chemical library using quantitative high-throughput screening; 76,000 compounds, 2.5% hits; purified P. pyralis luciferase, luminescence, biochemical; Luciferin 4-monooxygenase (Photinus pyralis), P08659; Potency, µM (top dose mostly 115 µM), without a hit: at the top dose activity change, negative = inhibition, usual class: inhibitors; also: potency is read from the fitted curve at half-maximal effect; nearly all actives have a fitted effect of over 65% in size
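Cell-free enzyme assay, 10nM P. pyralis luciferase, luciferin and ATP each at 10uM. Inhibition profiled over a 6-point titration, read as luminescence.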
GPT2 inh: Primary qHTS assay for inhibitors of Glutamate pyruvate transaminase 2 (GPT2) | AID 1671188, 2021 | Potency, µM (highest dose often 57.7 µM), without a hit: top-dose activity change, negative = inhibition, hits mostly inhibitors | 100,000 compounds, 0.25% hits | Alanine aminotransferase 2 (Homo sapiens), Q8TD30 | Recombinant GPT2, coupled pyruvate oxidase/HRP Amplex Red fluorescence; also: potency is read from the fitted curve at half-maximal effect; nearly all actives have a fitted effect of over 60% in size; many of its hits are not listed in these tables
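Inhibition is scored from Amplex Red fluorescence generated when pyruvate oxidase and HRP act on pyruvate released by GPT2. Reactions contain 10ng/uL enzyme, 250uM a-KG and 2mM L-alanine and run 30 min at room temperature.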
SNCA viab count: GF-AFC viability counterscreen for inhibitors of alpha-synuclein gene (SNCA) expression; HEK-293-SNCA-luc viability, GF-AFC fluorescence, 24 h; Potency, µM (top dose mostly 57.1 µM), for inactives: at the top dose activity change, negative = cytotoxicity, usual class: cytotoxic; 150,000 compounds, 0.12% hits;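 also: potency is read from the fitted curve at half-maximal effect; 0% = DMSO-treated cells and -100% = medium-only wells without cells; nearly all actives have a fitted effect of over 30% in size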
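HEK-293-SNCA-luc cells (1500/well) plated 24 h, then exposed 24 h to a dilution series; GF-AFC added 30 min at 37C, fluorescence 405/540 nm; normalised to medium-only and DMSO wells, Hill fit.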
IP6K1 inhibitor: Primary qHTS assay for small molecule inhibitors of Inositol hexaphosphate kinase 1 (IP6K1); Inositol hexakisphosphate kinase 1 (Homo sapiens), Q92551; 140,000 compounds, 0.81% hits; activity change, % (series mostly up to about 58 µM); IP6K1 kinase, ADP-Glo luminescence, 2 h; stronger effect = lower value; AID 1645851, 2021; in the data active = activity change below about -25%
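ADP-Glo luminescence measures ADP made by human IP6K1 during a 2 h RT reaction with ATP/IP6 (mix at 1.3 mM/130 uM); top library doses 57.5 and 19.1 uM final.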
* marks the source's active call; other numbers are inactive results; i = inactive; u = inconclusive; x = no result given; & = joins results of further samples; [ ] = remark or other dose. Unless noted, calls follow the shape of the dose curve; as a rule, active = well fitted curve in the direction sought with a large enough effect; inconclusive = small, poorly fitted or top-dose-only effect, or another doubt; inactive = no such curve, though single readings can be large; an effect the other way counts as inactive or inconclusive. Unless noted, % is scaled to controls: 0 for no effect and ±100 for the full control effect.

cpd	mol	NIH3T3 tox	SNCA expr inhib	HEK cytotox	Luciferase inh
1	CCOC(=O)[C@H]1CN(S(=O)(=O)c2ccccc2)[C@]2(C)C(=O)N(CC(=O)N(C)C)c3ccccc3[C@H]12	u	-5%[25.6 µM]	-22%[57.5 µM]	x
2	COc1ccccc1N1CCN(C(=O)[C@H]2CN3CCC2C[C@@H]3Cn2cc(CCO)nn2)CC1 (stereo partly specified)	i	5%	i	0%
3	Cc1ncc2c(n1)C[C@@H]1CC[C@H]2N1C(=O)Cc1cccc(F)c1	1%	-17%	i	3%
4	CN1CCNc2cc(NCc3ccccc3)ncc2C1	89µM*	118%[activator][87.6 µM]	u	25µM*
5	O=C(NC[C@H]1C[C@@H]2CCN1C[C@@H]2CN1CCCC1)c1ccco1	2%[138 µM]	2%[87.6 µM]	5%[172 µM]	-2%[172 µM]
6	C=C1C(=O)OC2/C=C(\COO)CC/C=C(\COC(C)=O)CC(OC(=O)C(C)CC)C12 (stereo unspecified)	x	x	x	x
7	CC(C)NC(=O)NC[C@H]1C[C@@H]2CCN1C[C@@H]2CN1CCC(Cc2ccccc2)CC1	u	-17%[87.6 µM]	50µM*	-1%[172 µM]
8	CCC1(CCC(C)C)C(=O)NC(=O)NC1=O	x	-39%	x	x
9	COc1ccc(C(=O)NC[C@H]2C[C@@H]3CCN2C[C@@H]3c2cc(-c3ccc(N(C)C)cc3)nc(C)n2)cc1	40µM*	u	25µM*	-26%
10	Cc1c(C(=O)c2cccc3ccccc23)c2cccc3c2n1[C@H](CN1CCOCC1)CO3	x	u	x	x

cpd	GPT2 inh	SNCA viab count	IP6K1 inhibitor
1	i	7%[23.9 µM]	-1
2	1%	3%	17
3	i	13%	9
4	u	-21%[87.6 µM]	-10
5	-6%[88.5 µM]	-3%[87.6 µM]	10
6	-2%[27.3 µM]	u	12
7	-3%[88.5 µM]	-11%[87.6 µM]	4
8	i	81%	-4
9	i	-22%	-4
10	-3%	u	x

Remaining list, next part.
cpd	mol	NIH3T3 tox	SNCA expr inhib	HEK cytotox	Luciferase inh
11	C[C@H]1CNCCc2ccc(Cl)cc21	x	32%[25.6 µM]	x	x
12	CCCCCCn1c(=O)c(C(=O)Nc2ccc(C(=O)OCCC)cc2)c(O)c2ccccc21	x	x	x	x
13	CC(O)(CS(=O)(=O)c1ccc(F)cc1)C(=O)Nc1ccc(C#N)c(C(F)(F)F)c1 (stereo unspecified)	x	u	x	x
14	O=C(Nc1ccccc1-c1ccc(Cl)cc1)c1cccnc1Cl	x	-22%	x	x
15	CC(C)CC(N(C)C)C1(c2ccc(Cl)cc2)CCC1 (stereo unspecified)	x	4%	x	x
16	CCCOC(=O)Cc1ccc(OCC(=O)N(CC)CC)c(OC)c1	x	1%[25.6 µM]	x	x
17	O=C1NCCOCCCN[C@H]2CCC[C@@H]12	i	19%	-1%	6%
18	COc1cncc(CN2CCC3(CC2)C(=O)Nc2cc(OC4CCCC4)c(OC)cc23)c1	u	-22%[87.6 µM]	u	8%[172 µM]
19	C=C1[C@@H](O)[C@]2(O)OC[C@]34C2[C@]2(C)C(C[C@H]3OC(=O)[C@H](O)[C@@]14O)C(C)=CC(=O)[C@H]2O (stereo partly specified)	x	x	x	x
20	CC[C@H]1CN2CC[C@H]1C[C@@H]2CNC(=S)Nc1ccc(C)cc1Br	45µM*	-11%[87.6 µM]	u	-10%[172 µM]

cpd	GPT2 inh	SNCA viab count	IP6K1 inhibitor
11	4%	-3%[23.9 µM]	28
12	-1%[11.5 µM]	-21%[12.5 µM]	10
13	-6%&-9%&-5%	6%&-35%&-28%	-5
14	-2%[88.5 µM]	7%	12
15	i	-9%	32
16	-10%[27.3 µM]	-10%[23.9 µM]	32
17	i	4%	3
18	i	u	-12
19	-5%[27.3 µM]	-42%[23.9 µM]	9
20	i	-23%[87.6 µM]	-5

(next part)
cpd	mol	NIH3T3 tox	SNCA expr inhib	HEK cytotox	Luciferase inh
21	CCC(CC)c1cc([C@H]2CN3CC[C@H]2C[C@@H]3CNS(=O)(=O)Cc2ccccc2)nc(-c2ccncc2)n1	22µM*	9%	32µM*	-2%
22	CCCCCCCCc1ccc(O)cc1	x	-43%	x	x
23	Cc1ccc(OCC(=O)Nc2ccc(Cl)cc2C(=O)c2ccccc2)c(Br)c1	x	-14%	x	x
24	Cc1ncsc1CCC(=O)N1C[C@@H](c2ccccc2)[C@@H]2[C@H]1C1CCN2CC1	-16%	u	-28%	-10%
25	CCOC(=O)CCNC(=O)N1[C@H]2CC[C@@H]1c1cnc(-c3ccccc3)nc1C2	-15%	-3%	-15%	-2%
26	O=C1NCCN2CC3(CCNCC3)CC12 (stereo unspecified)	i	-3%	i	-5%
27	NC1(c2ccccc2)CCCCC1	x	41%	x	x
28	c1cnc2nc(C3CCNCC3)[nH]c2c1	-15%&-20%[174 µM]	7%&2%[87.6 µM]	u	-6%[230 µM]
29	CCC(CC)c1cc([C@H]2CN3CC[C@H]2C[C@@H]3CNS(=O)(=O)c2cccs2)nc(-c2ccncc2)n1	20µM*	u	u	-16%
30	CC(=O)Nc1ccc(S(=O)(=O)NC[C@H]2C[C@@H]3CCN2C[C@@H]3c2cc(-c3ccco3)nc(C)n2)cc1	u	-3%	u	-8%

cpd	GPT2 inh	SNCA viab count	IP6K1 inhibitor
21	-4%	-4%	19
22	u	-17%	14
23	x	3%	15
24	-8%	-10%	5
25	i	-7%	6
26	i	4%	7
27	4%[88.5 µM]	60%	2
28	1%&0%[88.5 µM]	10%&-3%[87.6 µM]	0&-9
29	i	u	-4
30	i	3%	2

3 compounds out of the list, ordered by formula weight, smallest number first:
cpd	mol	NIH3T3 tox	SNCA expr inhib	HEK cytotox	Luciferase inh
24	Cc1ncsc1CCC(=O)N1C[C@@H](c2ccccc2)[C@@H]2[C@H]1C1CCN2CC1	-16%	u	-28%	-10%
23	Cc1ccc(OCC(=O)Nc2ccc(Cl)cc2C(=O)c2ccccc2)c(Br)c1	x	-14%	x	x
30	CC(=O)Nc1ccc(S(=O)(=O)NC[C@H]2C[C@@H]3CCN2C[C@@H]3c2cc(-c3ccco3)nc(C)n2)cc1	u	-3%	u	-8%

cpd	GPT2 inh	SNCA viab count	IP6K1 inhibitor
24	-8%	-10%	5
23	x	3%	15
30	i	3%	2

Next part
cpd	mol	NIH3T3 tox	SNCA expr inhib	HEK cytotox	Luciferase inh
31	O=S(=O)(NC[C@H]1C[C@@H]2CCN1C[C@@H]2CN1CCN(c2ncccn2)CC1)c1ccccc1	i	16%	i	2%
32	CCOC(=O)N1CCN(C2CCCN(C(=O)Cc3ccc(C)c(C)c3)C2)CC1 (stereo unspecified)	-13%	7%	-8%	-5%
33	COc1cccc(CC(=O)N2[C@H]3CC[C@@H]2c2cnc(C)nc2C3)c1	0%	3%	3%	7%
34	C=CCN(C)C(=O)[C@H]1CN2CCC1C[C@@H]2Cn1cc(CSc2ccccc2)nn1 (stereo partly specified)	-29%[174 µM]	4%[87.6 µM]	-22%[172 µM]	4%[172 µM]
35	Cc1nc(-c2cccs2)cc([C@H]2CN3CC[C@H]2C[C@@H]3CNC(=O)CSCC(=O)O)n1	1%	13%	-2%	-2%
36	CC(=CCCC1=CCC(C2=CC(=O)OC2O)OC1O)CCC1=C(C)CCCC1(C)C (stereo unspecified)	x	26%	x	x
37	CC(C)(C)c1ccc(-c2cn(C[C@H]3CC4CCN3C[C@@H]4C(=O)N3CCOCC3)nn2)cc1 (stereo partly specified)	-24%	-2%	-15%	u
38	C#CCN[C@H](C)Cc1ccccc1	x	3%	x	x
39	Cc1cn(C[C@H](N)C(=O)O)c(=O)n(Cc2cc(-c3ccccc3)sc2C(=O)O)c1=O	x	x	x	x
40	Cc1cnc(C(=O)N2[C@H]3CC[C@@H]2c2cnc(-c4ccc(F)cc4)nc2C3)cn1	-23%	14%	u	1%

cpd	GPT2 inh	SNCA viab count	IP6K1 inhibitor
31	4%	-12%	10
32	-19%[11.5 µM]	8%	12
33	i	-6%	15
34	-5%[88.5 µM]	0%[87.6 µM]	-2
35	i	4%	-18
36	i	6%	x
37	-1%	-1%	-4
38	i	-4%	x
39	i	5%	11
40	i	4%	16

(further entries)
cpd	mol	NIH3T3 tox	SNCA expr inhib	HEK cytotox	Luciferase inh
41	O=C(NC1CCCCC1)N1C[C@@H]2C[C@H](C1)c1c(/C=C/c3ccc(Cl)cc3)ccc(=O)n1C2	-24%	-1%	-23%	-5%
42	c1ccc(C2=NOC3(CCCN(CC4CCCC4)C3)C2)nc1 (stereo unspecified)	-11%[138 µM]	-14%[87.6 µM]	-22%[172 µM]	x
43	CC(=O)NBr	x	21%	x	x
44	CC(=O)C1CCOC1=O (stereo unspecified)	x	-5%[25.6 µM]	x	x

cpd	GPT2 inh	SNCA viab count	IP6K1 inhibitor
41	i	-10%	6
42	i	-7%[87.6 µM]	10
43	-1%	-1%	x
44	i	18%[23.9 µM]	5

Taken from above.
no. 43 – GPT2 inh = -1%
no. 42 – IP6K1 inhibitor = 10

Structures from the list above with a halogen, in the order listed:
cpd	mol	NIH3T3 tox	SNCA expr inhib	HEK cytotox	Luciferase inh
3	Cc1ncc2c(n1)C[C@@H]1CC[C@H]2N1C(=O)Cc1cccc(F)c1	1%	-17%	i	3%
11	C[C@H]1CNCCc2ccc(Cl)cc21	x	32%[25.6 µM]	x	x
13	CC(O)(CS(=O)(=O)c1ccc(F)cc1)C(=O)Nc1ccc(C#N)c(C(F)(F)F)c1 (stereo unspecified)	x	u	x	x
14	O=C(Nc1ccccc1-c1ccc(Cl)cc1)c1cccnc1Cl	x	-22%	x	x
15	CC(C)CC(N(C)C)C1(c2ccc(Cl)cc2)CCC1 (stereo unspecified)	x	4%	x	x
20	CC[C@H]1CN2CC[C@H]1C[C@@H]2CNC(=S)Nc1ccc(C)cc1Br	45µM*	-11%[87.6 µM]	u	-10%[172 µM]
23	Cc1ccc(OCC(=O)Nc2ccc(Cl)cc2C(=O)c2ccccc2)c(Br)c1	x	-14%	x	x
40	Cc1cnc(C(=O)N2[C@H]3CC[C@@H]2c2cnc(-c4ccc(F)cc4)nc2C3)cn1	-23%	14%	u	1%
41	O=C(NC1CCCCC1)N1C[C@@H]2C[C@H](C1)c1c(/C=C/c3ccc(Cl)cc3)ccc(=O)n1C2	-24%	-1%	-23%	-5%
43	CC(=O)NBr	x	21%	x	x

cpd	GPT2 inh	SNCA viab count	IP6K1 inhibitor
3	i	13%	9
11	4%	-3%[23.9 µM]	28
13	-6%&-9%&-5%	6%&-35%&-28%	-5
14	-2%[88.5 µM]	7%	12
15	i	-9%	32
20	i	-23%[87.6 µM]	-5
23	x	3%	15
40	i	4%	16
41	i	-10%	6
43	-1%	-1%	x

Source: PubChem BioAssay

The list is partial, so the mix of outcomes need not match the whole.
